# GLD-1 RNA inh – GLD-1-TGE RNA interaction inhibition (C. elegans). actives 0.44% (n = 320,000). purified GLD-1 + fluorescein TGE RNA, fluorescence polarization. Q17339. inhibition, % at 5.96 µM;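 active = percent inhibition above a per-plate cutoff, the plate mean of test compounds plus 3 SD, cut at about 30% in these data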;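 also: 0% = DMSO wells with GLD-1 and probe and 100% = wells lacking GLD-1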
# Fam108B inh – counter-screen for RBBP9 inhibitors: inhibitors of mouse Fam108B | actives 0.33% (n = 300,000) | inhibition, % at 9.51 µM | AID 1947 | recombinant Fam108B, FP-Rh probe fluorescence polarization;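 active = inhibition above the screen mean inhibition plus 3 SD, computed separately per campaign, cut at about 18% in these data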;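 also: inhibitors lower polarization as less probe binds the enzyme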
# MEX-5 binding – C. elegans MEX-5 TCR-2 RNA binding activity | AID 1832 | MEX-5/FITC-TCR2 RNA binding, fluorescence polarization; hits give low values | activity score (negative = inhibition of binding), % at 10 µM | actives 0.38% (n = 300,000) | Q9XUB2;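 active = inhibition past about -25% in most replicates, and total fluorescence under double the plate's negative control median, limit read from the data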;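 also: 0% = DMSO and -100% = 5 µM competing unlabeled TCR2 RNA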
# Target sequence (Q9XUB2 whole entry, looked up): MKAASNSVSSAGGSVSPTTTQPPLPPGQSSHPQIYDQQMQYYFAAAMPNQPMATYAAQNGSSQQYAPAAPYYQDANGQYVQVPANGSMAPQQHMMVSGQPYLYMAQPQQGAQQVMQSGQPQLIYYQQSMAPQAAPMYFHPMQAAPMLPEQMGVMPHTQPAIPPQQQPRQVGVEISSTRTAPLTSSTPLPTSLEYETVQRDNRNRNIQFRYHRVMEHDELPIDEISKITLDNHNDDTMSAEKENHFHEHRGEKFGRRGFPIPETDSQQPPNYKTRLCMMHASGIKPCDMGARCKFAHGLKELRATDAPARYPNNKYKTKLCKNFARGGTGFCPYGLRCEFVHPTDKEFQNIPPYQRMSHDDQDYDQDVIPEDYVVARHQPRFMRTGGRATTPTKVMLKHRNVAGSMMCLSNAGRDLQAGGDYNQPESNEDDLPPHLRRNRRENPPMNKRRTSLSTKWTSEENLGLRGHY
# GRK2 inh – inhibitors of human GRK2 displacing RNA aptamer. actives 0.59% (n = 330,000). inhibition of aptamer binding, % at 10 µM. bead flow cytometry, FAM-aptamer displacement from GRK2. P25098;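 active = inhibition of aptamer binding above 40%, roughly 3 SD of noise, on plates passing a quality check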;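 also: median bead fluorescence of bound FAM aptamer so fluorescent compounds give negative values; no value below 0 was filed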
# Bcl-xL primary – Bcl-xL (human) inhibition | actives 0.7% (n = 320,000) | GST-Bcl-xL / FITC-Bim BH3 peptide fluorescence polarization | inhibition, % at 10.9 µM | AID 2129;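 active = inhibition above the mean of all tested compounds plus 3 SD, cutoff set per campaign, cut at about 30% in these data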;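 also: 0% = DMSO wells and 100% = unlabeled Bim-BH3 peptide competitor; inhibitors lower millipolarization by displacing the labeled peptide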
# Target sequence (Q07817 whole entry, looked up): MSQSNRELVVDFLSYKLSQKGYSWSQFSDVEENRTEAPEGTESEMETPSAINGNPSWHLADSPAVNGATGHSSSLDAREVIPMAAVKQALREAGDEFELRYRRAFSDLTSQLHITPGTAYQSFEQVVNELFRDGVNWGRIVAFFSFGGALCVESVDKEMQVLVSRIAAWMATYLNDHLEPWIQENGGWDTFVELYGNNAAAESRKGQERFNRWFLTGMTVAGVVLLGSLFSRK
# MCL1-BIM inh – inhibitors of human MCL1 binding to BIM-BH3 peptide; Q07820; GST-MCL1 / FITC-Bim-BH3 fluorescence polarization; inhibition, % at 10.9 µM; actives 0.68% (n = 320,000);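 active = inhibition above the mean inhibition of all tested compounds plus 3 SD, set per campaign, cut at about 40% in these data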;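 also: 0% = DMSO wells and 100% = unlabeled Bim-BH3 peptide control; higher means more loss of mP so more displacement of Bim peptide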
# PME-1 primary – PME-1 (human) inhibition; Q9Y570; recombinant PME-1, FP-Rh probe fluorescence polarization; inhibition, % at 5.9 µM; actives 0.53% (n = 320,000); AID 2130;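 active = inhibition above the campaign mean of all compounds plus 3 SD, cut at about 26% in these data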;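 also: competitive labeling of PME-1 active site by serine hydrolase directed probe; 0% = PME-1 with DMSO and 100% = wells lacking PME-1 enzyme; inhibitors block probe labeling so polarization falls and inhibition rises; many of its hits are not listed in these tables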
# Efflux pump mplx – inhibitors of Candida antifungal efflux pumps expressed in yeast. S. cerevisiae Candida pump triplex, Nile Red efflux. inhibition, % at 10 µM. actives 0.44% (n = 330,000). AID 485275;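 active = plate passing quality check with inhibition over a set limit, or well fluorescence over plate mean plus 4 SD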;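 also: Nile Red retained in pooled yeast measured as flow cytometry median fluorescence; 0% = buffer negative control and 100% = Enniatin B positive control; higher means more Nile Red kept so more efflux inhibition; some compounds called inactive have numbers as strong as hits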
# VLA-4 inh – inhibition in a human VLA-4 binding assay. P13612. VLA-4 expressing cells, ligand binding flow cytometry. inhibition, % (about 7 µM as worked out from the volumes in the protocol). actives 0.2% (n = 330,000). AID 2557; in the data active = inhibition above about 50%
# * = called active by the depositor; . = not tested or not shown.
SMILES,GLD-1 RNA inh,Fam108B inh,MEX-5 binding,GRK2 inh,Bcl-xL primary,MCL1-BIM inh,PME-1 primary,Efflux pump mplx,VLA-4 inh
O=[N+]([O-])c1cnc2ccc3ccccc3c2c1,-3,3,2.5,2,1,0,11,0.4*,-20
CCCc1cc(=O)oc2cc(OCC(=O)N3CCN(Cc4ccc5c(c4)OCO5)CC3)ccc12,3,-1,-1.3,0,11,6,2,0.1,12
COC(=O)C1=C(c2c(C)noc2C)C[C@@H]2CC[C@H]1N2C(=O)NCCOc1ccccc1,1,.,.,0,6,7,2,-0.4,19
CC12CN3CCN(C1)CC(C)(C3)C2=NN,-5,-1,-0.5,0,-2,-4,0,-0.2,-1
COc1ccc(N2CCN(CCc3ccncc3)CC2)cc1,0,1,-0.9,3,4,5,-2,-0.1,-2
COC(=O)C1C2c3ccccc3OC1(C)N=c1s/c(=C/c3cn(C)nc3C)c(=O)n12 (centres undefined),7,-4,-0.9,1,4,-1,-11,0.2,3
COC(=O)C1=C(c2cc3ccccc3s2)C[C@@H]2CC[C@H]1N2C(=O)NCCO,6,2,-0.3,0,0,2,-8,-0.1,24
Cc1ccc(NC(=O)c2snnc2C)cc1Cl,0,4,-0.7,2,2,3,0,0.2,-9
C[C@]12CC[C@H]3C(CCC4(O)CC(O)CC[C@]34C=O)C1=CC[C@H]2c1ccc(=O)oc1 (some centres undefined),4,5,-0.8,2,8,6,-5,0.1,7
Cc1ccc(/C=C2/Sc3ccc(C(=O)N4CCC5(CC4)OCCO5)cc3NC2=O)cc1,75*,-5,-29*,1,106*,125*,9,0.3,5
c1ccc2c3c([nH]c2c1)CNCC3,-3,-3,1.5,0,7,6,-3,0.0,-10
O=C(Cc1ccccc1)N1CCN(Cc2cccnc2)CC1,-5,-2,-2.4,0,4,6,-3,0.3,-2
COC(=O)CC1NC2CCCCC2NC1=O (centres undefined),8,-2,0.5,2,2,1,4,-0.1,-6
O=C1NC(=S)NC(=O)C1=Cc1ccc(Br)s1,-13,1,-3.4,2,15,46*,-1,0.1,32
COc1cccc(C(=O)C2CCCN(Cc3ccc4nonc4c3)C2)c1 (centres undefined),3,1,2.0,0,4,-2,-2,-0.1,19
COc1cc(/C=C/c2nc3ccccc3c(=O)n2-c2ccccc2O)ccc1O,-34,1,7.4,48*,-4,-11,10,0.1,-79
CN1C(=O)NC(=O)/C(=C/c2ccc(C(=O)O)cc2)C1=O,-7,-2,3.1,0,1,-3,6,0.0,3
CCCC1COC(Cn2cncn2)(c2ccc(Cl)cc2Cl)O1 (centres undefined),1,3,0.0,0,-2,-2,3,0.0,-4
COC(=O)C1=C(c2ccc(C(C)=O)cc2)C[C@@H]2CC[C@H]1N2C(=O)NCc1ccco1,7,.,.,0,5,-3,-1,-0.1,16
CCC(C)NS(=O)(=O)c1ccc(OCC(=O)N2CCN(CC)CC2)cc1 (centres undefined),6,-1,-0.9,2,1,-3,-9,-0.1,43

# One compound at a time, as listed above:
# Listed for `COc1cc(/C=C/c2nc3ccccc3c(=O)n2-c2ccccc2O)ccc1O` → GLD-1 RNA inh = -34; Fam108B inh = 1; MEX-5 binding = 7.4; GRK2 inh = 48*; Bcl-xL primary = -4; MCL1-BIM inh = -11; PME-1 primary = 10; Efflux pump mplx = 0.1; VLA-4 inh = -79
# Listed for `C[C@]12CC[C@H]3C(CCC4(O)CC(O)CC[C@]34C=O)C1=CC[C@H]2c1ccc(=O)oc1` (some centres undefined) → GLD-1 RNA inh = 4; Fam108B inh = 5; MEX-5 binding = -0.8; GRK2 inh = 2; Bcl-xL primary = 8; MCL1-BIM inh = 6; PME-1 primary = -5; Efflux pump mplx = 0.1; VLA-4 inh = 7

# The list continues.
SMILES,GLD-1 RNA inh,Fam108B inh,MEX-5 binding,GRK2 inh,Bcl-xL primary,MCL1-BIM inh,PME-1 primary,Efflux pump mplx,VLA-4 inh
COc1ccccc1CN1CCN(Cc2ccc(Cl)cc2)CC1,2,4,0.8,2,6,8,0,-0.1,3
O=Cc1cn(Cc2c(F)cccc2Cl)nc1-c1ccccc1,-1,-1,-0.9,2,2,-2,5,0.0,0
OC1/C(=C/c2ccc(C(F)(F)F)cc2)N2CCC1CC2 (centres undefined),-6,0,0.5,0,6,-1,-4,0.1,-18
COCc1cc(OC(=O)N(C)C)nc2c1c(C)nn2C,-3,0,-2.7,1,8,1,1,0.0,8
CC(=O)OC1C2CCC1C(N1CCCCC1)CC2 (centres undefined),3,-4,-2.2,0,-2,-8,-5,0.0,9
O=C(Cn1cc(C(=O)c2ccccc2)c2ccccc21)NCc1ccco1,-1,2,0.0,0,-2,0,-1,0.1,13
CCN(CC)S(=O)(=O)c1ccc(C(=O)NC2CN3CCC2CC3)cc1 (centres undefined),4,1,1.2,0,2,0,-9,0.1,4
COC(=O)C1=C(c2ccccc2)C[C@@H]2CC[C@H]1N2C,-2,.,.,0,7,7,4,-0.2,19

# Some of the entries above, set out differently.
SMILES: COc1cc(/C=C/c2nc3ccccc3c(=O)n2-c2ccccc2O)ccc1O
  GLD-1 RNA inh: -34
  Fam108B inh: 1
  MEX-5 binding: 7.4
  GRK2 inh: 48*
  Bcl-xL primary: -4
  MCL1-BIM inh: -11
  PME-1 primary: 10
  Efflux pump mplx: 0.1
  VLA-4 inh: -79

SMILES: CN1C(=O)NC(=O)/C(=C/c2ccc(C(=O)O)cc2)C1=O
  GLD-1 RNA inh: -7
  Fam108B inh: -2
  MEX-5 binding: 3.1
  GRK2 inh: 0
  Bcl-xL primary: 1
  MCL1-BIM inh: -3
  PME-1 primary: 6
  Efflux pump mplx: 0.0
  VLA-4 inh: 3

SMILES: CCCC1COC(Cn2cncn2)(c2ccc(Cl)cc2Cl)O1 (centres undefined)
  GLD-1 RNA inh: 1
  Fam108B inh: 3
  MEX-5 binding: 0.0
  GRK2 inh: 0
  Bcl-xL primary: -2
  MCL1-BIM inh: -2
  PME-1 primary: 3
  Efflux pump mplx: 0.0
  VLA-4 inh: -4

SMILES: COC(=O)C1=C(c2ccc(C(C)=O)cc2)C[C@@H]2CC[C@H]1N2C(=O)NCc1ccco1
  GLD-1 RNA inh: 7
  Fam108B inh: .
  MEX-5 binding: .
  GRK2 inh: 0
  Bcl-xL primary: 5
  MCL1-BIM inh: -3
  PME-1 primary: -1
  Efflux pump mplx: -0.1
  VLA-4 inh: 16

# Some of the compounds tested (hit frequency here may not be typical).
